OXTR potentiator: human OXTR potentiators, primary screen, fluorescence, CHO-OTR cells, Fluo-8 calcium. Fluo-8 calcium fluorescence, potentiator mode; 0% = oxytocin EC15, 100% = EC100. activation, % at 3 µM. AID 2445, 2010. actives 0.061% (n = 320,000);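 active = activation above that plate's cutoff, the mean activation of tested compounds plus 3 SD, cut at about 6.6% in these data, passing the limit was not always enough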;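 note: 100% uses oxytocin at 75 nM as the full agonist control; some results filed as inactive read as strong as hits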
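Assay system: CHO-OTR cells, human receptor / Also added: oxytocin at about EC15, sub-maximal agonist stimulus / Dosing: single dose, 3.0 µM nominal final compound concentration / Incubation: 6 min pre-incubation, 100 s read / Technique: Fluo-8 calcium dye fluorescence / Read-out: % activation vs EC15 and EC100 oxytocin / Benchmarks: EC15 oxytocin low, 75 nM oxytocin high / Replicates: singlicate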
GPR7 antag: GPR7 receptor antagonists, primary screen, cell-based, fluorescence, single concentration; GPR7-expressing cells, fluorescence antagonist assay; inhibition, % at 4.4 µM; actives 1.1% (n = 290,000); AID 1861, 2009; in the data active = inhibition above about 16%, passing the limit was not always enough;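 note: cells stimulated with the agonist NPW; 0% = agonist with vehicle and 100% = vehicle without agonist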
Target sequence (P48145 whole entry, looked up): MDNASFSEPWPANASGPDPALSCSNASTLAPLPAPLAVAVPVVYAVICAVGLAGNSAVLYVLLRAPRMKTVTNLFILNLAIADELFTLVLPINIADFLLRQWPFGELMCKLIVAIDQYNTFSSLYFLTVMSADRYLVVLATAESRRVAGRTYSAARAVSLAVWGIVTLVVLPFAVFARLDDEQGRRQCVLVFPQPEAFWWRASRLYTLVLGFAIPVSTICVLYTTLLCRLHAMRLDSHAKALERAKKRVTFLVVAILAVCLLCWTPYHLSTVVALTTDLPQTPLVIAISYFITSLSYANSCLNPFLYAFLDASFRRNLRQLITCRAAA
OXTR ag: human OXTR agonists, primary screen, fluorescence, CHO-OTR cells, Fluo-8 calcium | Fluo-8 calcium fluorescence; normalized: DMSO 0%, oxytocin 100% | activation, % at 3 µM | actives 0.32% (n = 320,000) | AID 2435, 2010;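 active = activation above the mean of all tested compounds plus 3 SD, cutoff set per screening run, cut at about 20% in these data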;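 note: peak over basal fluorescence ratio from a 100 s FLIPR kinetic read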
MEKK2mut PB1 HTS: MEK5 binding signal on mutant MEKK2 PB1, primary screen, biochemical, multiplex bead flow cytometry, Alexa488-MEK5; percent response, % at 10 µM; Alexa488-MEK5 binding to MEKK2 mutant; actives 0.35% (n = 290,000); in the data active = percent response above about 24%, passing the limit was not always enough; note: inactives centre near 1; some results filed as inactive read as strong as hits; reference of the scale not given here
NALP1 inh: NALP1 inflammasome inhibitors in reconstituted yeast, colorimetric, S. cerevisiae, triplicate retest; actives 0.61% (n = 280,000); AID 2071, 2009; S. cerevisiae NALP1/ASC/caspase-1 growth, X-gal OD620, 72 h; inhibition, % at 10 µM; in the data active = inhibition mostly above about 24%, no sharp cut-off; inactive = mostly below about 32%; note: some compounds called inactive have numbers as strong as hits
PfM18AAP inh: PfM18AAP inhibitors, malaria aminopeptidase, primary screen, biochemical, QFRET, recombinant enzyme; M18 aspartyl aminopeptidase (Plasmodium falciparum 3D7); H-Glu-NHMec fluorogenic cleavage; inhibition, % at 7.35 µM; actives 1.2% (n = 290,000); AID 1822, 2009;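 active = inhibition above the campaign mean inhibition over all tested compounds plus 3 SD, cut at about 28% in these data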;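 note: 0% = plate median of test compound wells and 100% = 2 mM ZnCl2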
GalR3 antag: GalR3 antagonists in HEK293 cells, primary screen, cell-based, fluorescence readout; Galanin receptor type 3 (Homo sapiens), O60755; HEK293 GalR3-CNG cAMP membrane potential fluorescence; galR3 body fused to GalR1 C-terminus; inhibition, % at 3 µM; actives 0.44% (n = 360,000); AID 651719, 2012;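 active = inhibition above the screen-wide average plus 3 SD, cut at about 13% in these data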;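 note: forskolin and galanin both at EC90 stimulate the cells; cAMP rise reported by CNG channel membrane potential dye signal; 0% = forskolin plus galanin with DMSO and 100% = forskolin alone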
Target sequence (O60755 1-299 limits assumed): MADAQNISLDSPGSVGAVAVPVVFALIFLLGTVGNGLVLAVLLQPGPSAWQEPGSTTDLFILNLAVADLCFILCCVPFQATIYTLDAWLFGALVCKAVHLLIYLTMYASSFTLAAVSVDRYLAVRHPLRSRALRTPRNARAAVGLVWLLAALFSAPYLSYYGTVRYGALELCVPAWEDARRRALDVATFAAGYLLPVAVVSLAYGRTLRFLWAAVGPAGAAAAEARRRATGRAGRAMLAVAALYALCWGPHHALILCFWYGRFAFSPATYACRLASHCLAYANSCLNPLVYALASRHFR
V1aR counter: agonists of human V1a receptor, primary screen, counter-screen for OXTR agonist project, fluorescence, CHO-V1R cells | actives 0.25% (n = 320,000) | activation, % at 3 µM | Vasopressin V1a receptor (Homo sapiens), P37288 | Fluo-8 calcium fluorescence, agonist mode; 0% DMSO, 100% 3 nM vasopressin | AID 2797, 2010;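 active = activation above the mean activation of all tested compounds plus 3 SD, per screening run, cut at about 20% in these data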;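 note: signal is peak over basal fluorescence ratio across a 100 second FLIPR read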
Target sequence (P37288 whole entry, looked up): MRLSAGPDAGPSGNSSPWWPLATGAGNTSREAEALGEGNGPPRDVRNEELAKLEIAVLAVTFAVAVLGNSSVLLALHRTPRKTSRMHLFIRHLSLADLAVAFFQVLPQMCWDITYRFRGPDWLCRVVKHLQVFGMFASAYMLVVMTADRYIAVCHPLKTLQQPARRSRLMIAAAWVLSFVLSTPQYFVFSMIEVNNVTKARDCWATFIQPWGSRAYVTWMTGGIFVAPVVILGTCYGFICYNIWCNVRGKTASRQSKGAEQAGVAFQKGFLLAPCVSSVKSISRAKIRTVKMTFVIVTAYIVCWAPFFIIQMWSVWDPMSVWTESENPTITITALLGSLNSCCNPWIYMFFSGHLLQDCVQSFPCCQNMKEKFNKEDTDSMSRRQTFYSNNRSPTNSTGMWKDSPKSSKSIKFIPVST
MEKK2 WT-MEK5: modulators of MEK5 binding to wildtype MEKK2, primary screen, biochemical, multiplex bead flow cytometry, Alexa488-MEK5. Mitogen-activated protein kinase kinase kinase 2 (Homo sapiens), Q9Y2U5. Alexa488-MEK5 binding to MEKK2 WT; actives lie on both sides. AID 1531, 2009. actives 1.1% (n = 290,000). binding response (% of control), % at 10 µM; in the data active = binding response below about 67% or above about 130%
Starred values were filed as active, the others as inactive.

Screening CCN(CC(=O)NC(=O)NC1CCCCC1)Cc1ccccc1 returned OXTR potentiator 0, OXTR ag -2.2, GalR3 antag -2 and V1aR counter -2.0.
For COc1ccc(CNC(=O)COC(=O)CCCOc2ccc(Cl)cc2Cl)cc1OC the results were OXTR potentiator -12, GPR7 antag -5, OXTR ag 13, MEKK2mut PB1 HTS -2, NALP1 inh 37, PfM18AAP inh 1, GalR3 antag 1, V1aR counter 11 and MEKK2 WT-MEK5 95.
COc1ccc(CCNS(=O)(=O)c2ccc(F)cc2)cc1OC was read as OXTR potentiator -5, GPR7 antag -9, OXTR ag -0.6, MEKK2mut PB1 HTS -5, NALP1 inh 22, PfM18AAP inh -3, GalR3 antag -4, V1aR counter 1.8 and MEKK2 WT-MEK5 93.
COc1ccc(OC(C)C(=O)NCCc2nc3ccccc3[nH]2)cc1 (configuration not stated) was read as OXTR potentiator -3, GPR7 antag -21, OXTR ag -0.7, MEKK2mut PB1 HTS -1, NALP1 inh 33, PfM18AAP inh 2, GalR3 antag -2, V1aR counter 0.2 and MEKK2 WT-MEK5 95.
For O=C(c1cccn2c(=O)c3ccc(Cl)cc3nc12)N1CCN(Cc2ccc3c(c2)OCO3)CC1 the results were OXTR potentiator 2, GPR7 antag -5, OXTR ag 0.1, MEKK2mut PB1 HTS 10, NALP1 inh -16, PfM18AAP inh -3, GalR3 antag -7, V1aR counter 0.0 and MEKK2 WT-MEK5 101.
`COC(=O)CN1C(=O)C2(C(C#N)=C(N)Oc3c2c(C)nn3-c2ccccc2)c2ccccc21` (configuration not stated) gave OXTR potentiator -7, GPR7 antag -8, OXTR ag 6.5, MEKK2mut PB1 HTS -7, NALP1 inh 2, PfM18AAP inh -3, GalR3 antag -2, V1aR counter 4.8 and MEKK2 WT-MEK5 97.
`CN(CC(=O)NCc1ccccc1)S(=O)(=O)c1cnc[nH]1` gave OXTR potentiator -6, GPR7 antag 9, OXTR ag 0.5, MEKK2mut PB1 HTS 6, NALP1 inh 45*, PfM18AAP inh 6, GalR3 antag -9, V1aR counter 1.0 and MEKK2 WT-MEK5 108.
`CCC(NS(=O)(=O)c1ccc(OC)cc1)C(=O)O` (configuration not stated) gave OXTR potentiator -14, GPR7 antag -3, OXTR ag -0.4, MEKK2mut PB1 HTS -4, NALP1 inh 23, PfM18AAP inh 7, GalR3 antag -3, V1aR counter 0.8 and MEKK2 WT-MEK5 89.
CC1CCCCN1C(=O)c1cc(-c2ccc(Cl)c(Cl)c2)on1 (configuration not stated) was read as OXTR potentiator -12, GPR7 antag 8, OXTR ag -1.4, NALP1 inh 9, PfM18AAP inh 2, GalR3 antag -7 and V1aR counter -0.3.
Screening O=C(Nc1cccc2[nH]ncc12)NS(=O)(=O)c1ccccc1 returned OXTR potentiator -10, GPR7 antag -5, OXTR ag 0.9, MEKK2mut PB1 HTS 1, NALP1 inh 27, PfM18AAP inh 4, GalR3 antag -4, V1aR counter 1.0 and MEKK2 WT-MEK5 101.
For CC(C)CC(=O)Nc1cc2c3c(c1)CCN3C(=O)CC2 the results were OXTR potentiator 2, GPR7 antag -5, OXTR ag -0.1, MEKK2mut PB1 HTS 8, NALP1 inh 18, PfM18AAP inh -14, GalR3 antag 0, V1aR counter 0.7 and MEKK2 WT-MEK5 108.
Cc1cc2c(c(=O)o1)C(C1C=CCCC1)C(C#N)=C(N)O2 (configuration not stated) was read as OXTR potentiator -2, GPR7 antag -15, OXTR ag 0.5, MEKK2mut PB1 HTS -2, NALP1 inh 2, PfM18AAP inh -10, GalR3 antag -5, V1aR counter 0.5 and MEKK2 WT-MEK5 101.

Continued (two carried over from the part before).
For CC(C)CC(=O)Nc1cc2c3c(c1)CCN3C(=O)CC2 the results were OXTR potentiator 2, GPR7 antag -5, OXTR ag -0.1, MEKK2mut PB1 HTS 8, NALP1 inh 18, PfM18AAP inh -14, GalR3 antag 0, V1aR counter 0.7 and MEKK2 WT-MEK5 108.
Cc1cc2c(c(=O)o1)C(C1C=CCCC1)C(C#N)=C(N)O2 (configuration not stated) was read as OXTR potentiator -2, GPR7 antag -15, OXTR ag 0.5, MEKK2mut PB1 HTS -2, NALP1 inh 2, PfM18AAP inh -10, GalR3 antag -5, V1aR counter 0.5 and MEKK2 WT-MEK5 101.
`Cc1nc2ccccn2c1C(=O)N/N=C/c1ccc([N+](=O)[O-])o1` gave OXTR potentiator -11, GPR7 antag -14, OXTR ag 0.1, MEKK2mut PB1 HTS -9, NALP1 inh -21, PfM18AAP inh 9, GalR3 antag -8, V1aR counter -0.6 and MEKK2 WT-MEK5 92.
Screening CCCCC(=O)Nc1ccc(NC(=O)C2CC2)cn1 returned OXTR potentiator -15, GPR7 antag -7, OXTR ag 0.0, MEKK2mut PB1 HTS 7, NALP1 inh 23, PfM18AAP inh 0, GalR3 antag 0, V1aR counter 2.4 and MEKK2 WT-MEK5 103.
Screening CCOC(=O)c1sc2nc(SC)nc(-c3ccc(Cl)cc3)c2c1N returned OXTR potentiator -6, GPR7 antag -10, OXTR ag -0.4, MEKK2mut PB1 HTS -5, NALP1 inh 26, PfM18AAP inh -16, GalR3 antag -7, V1aR counter 0.0 and MEKK2 WT-MEK5 92.
Cc1nc2sc(C(c3ccco3)N3CCc4ccccc4C3)c(O)n2n1 (configuration not stated) was read as OXTR potentiator -7, GPR7 antag -9, OXTR ag 0.1, MEKK2mut PB1 HTS 0, PfM18AAP inh 2, GalR3 antag 0, V1aR counter 1.2 and MEKK2 WT-MEK5 94.
`CN(C)CCCn1c(=O)n(CCc2ccccc2)c(=O)c2c3c(sc21)CCCCC3` gave OXTR potentiator -14, GPR7 antag 12, OXTR ag 14, MEKK2mut PB1 HTS 1, NALP1 inh 8, PfM18AAP inh 4, GalR3 antag 1, V1aR counter 6.5 and MEKK2 WT-MEK5 130.
Screening COc1ccc(NC(=O)CSc2nc(=O)n(CCN3CCOCC3)c3c2CCCC3)c(OC)c1 returned OXTR potentiator -3, OXTR ag -1.3, GalR3 antag -2 and V1aR counter -0.8.
For Cn1c(=O)oc2cc(S(=O)(=O)NCCCN3CCCC3=O)ccc21 the results were OXTR potentiator -5, GPR7 antag -9, OXTR ag -0.3, MEKK2mut PB1 HTS 10, NALP1 inh 27, PfM18AAP inh -2, V1aR counter 0.5 and MEKK2 WT-MEK5 107.
`Cc1ccc(C(=O)CCCn2nnc(-c3cccnc3)n2)cc1C` gave OXTR potentiator -17, GPR7 antag -1, OXTR ag -0.3, MEKK2mut PB1 HTS -1, NALP1 inh 33, PfM18AAP inh -1, GalR3 antag -3, V1aR counter 3.1 and MEKK2 WT-MEK5 97.
For S=C(Nc1ccc(Cl)cc1Cl)N1CCOCC1 the results were OXTR potentiator 3, GPR7 antag -2, OXTR ag 0.1, MEKK2mut PB1 HTS -1, NALP1 inh 35, PfM18AAP inh -5, GalR3 antag -4, V1aR counter 0.2 and MEKK2 WT-MEK5 105.
`COCCn1c(N)c(N(Cc2ccccc2)C(=O)C2CCCC2)c(=O)[nH]c1=O` gave OXTR potentiator -15, GPR7 antag 4, OXTR ag -1.6, MEKK2mut PB1 HTS -3, NALP1 inh 6, PfM18AAP inh -2, GalR3 antag -5, V1aR counter -0.7 and MEKK2 WT-MEK5 104.
Cc1cccc(-c2noc(CNC(=O)COc3ccccc3C)n2)c1 was read as OXTR potentiator -4, GPR7 antag -19, OXTR ag -0.5, MEKK2mut PB1 HTS -3, NALP1 inh 2, PfM18AAP inh 0, GalR3 antag -5, V1aR counter 0.2 and MEKK2 WT-MEK5 97.
`Cc1cc(CSc2nc(C)cc(=O)[nH]2)c2ncccc2c1` gave OXTR potentiator -13, GPR7 antag -9, OXTR ag -0.4, MEKK2mut PB1 HTS -1, NALP1 inh 4, PfM18AAP inh 2, GalR3 antag -6, V1aR counter 1.0 and MEKK2 WT-MEK5 100.
For Cc1nn(CCc2n[nH]c(=S)n2-c2ccc(F)c(Cl)c2)c(C)c1[N+](=O)[O-] the results were OXTR potentiator 0, GPR7 antag -5, OXTR ag -0.4, MEKK2mut PB1 HTS 11, NALP1 inh -13, PfM18AAP inh 18, GalR3 antag -6, V1aR counter 0.3 and MEKK2 WT-MEK5 104.
`COc1ccc(NS(=O)(=O)c2c(C)cc(C)cc2C)cc1` gave OXTR potentiator -22, GPR7 antag 3, OXTR ag -2.3, MEKK2mut PB1 HTS 0, NALP1 inh 24, PfM18AAP inh 2, GalR3 antag -6, V1aR counter -1.9 and MEKK2 WT-MEK5 93.
CC(C)Oc1ccc(S(=O)(=O)N2CCCCC2)cc1NC(=O)C1CCCC1 was read as OXTR potentiator -2, OXTR ag -2.5, GalR3 antag -3 and V1aR counter 0.0.
Screening COc1cccc(-c2cc(C(=O)Nc3cnn(Cc4ccccc4C)c3)no2)c1 returned OXTR potentiator -5, GPR7 antag -14, OXTR ag 0.8, NALP1 inh 18, PfM18AAP inh -1, GalR3 antag -7 and V1aR counter 2.7.
O=c1c2cc(Br)ccc2nc(-c2ccc([N+](=O)[O-])cc2)n1O was read as OXTR potentiator -21, GPR7 antag -17, OXTR ag 2.3, MEKK2mut PB1 HTS -1, NALP1 inh -6, PfM18AAP inh 4, GalR3 antag -4, V1aR counter -0.2 and MEKK2 WT-MEK5 98.
For CCOC(=O)c1c(C)[nH]c(C)c1C(=O)CSc1nc2ccccc2[nH]1 the results were OXTR potentiator -5, GPR7 antag 2, OXTR ag 2.4, MEKK2mut PB1 HTS -2, NALP1 inh 28, PfM18AAP inh 8, GalR3 antag -12, V1aR counter 1.5 and MEKK2 WT-MEK5 101.
`O=P(O)(COc1ccccc1)COc1ccccc1` gave OXTR potentiator -2, GPR7 antag -2, OXTR ag 0.9, MEKK2mut PB1 HTS -3, NALP1 inh 4, PfM18AAP inh -19, GalR3 antag -3, V1aR counter 0.0 and MEKK2 WT-MEK5 92.
`Cc1ccc(F)c(NC=C2C(=O)OC(C)(C)OC2=O)c1` gave OXTR potentiator -2, GPR7 antag 4, OXTR ag 0.2, MEKK2mut PB1 HTS 0, NALP1 inh -12, PfM18AAP inh -7, GalR3 antag -3, V1aR counter 0.6 and MEKK2 WT-MEK5 100.
`O=C(CN1C(=O)/C(=C/c2ccc(F)cc2)SC1=S)NC1CCS(=O)(=O)C1` (configuration not stated) gave OXTR potentiator -9, GPR7 antag -13, OXTR ag 2.1, MEKK2mut PB1 HTS -1, NALP1 inh 28, PfM18AAP inh 8, GalR3 antag -8, V1aR counter 3.6 and MEKK2 WT-MEK5 98.
`O=C(CN(C(=O)CCC(=O)Nc1ccccn1)c1cccc(F)c1)NCc1ccc2c(c1)OCO2` gave OXTR potentiator -9, GPR7 antag -6, OXTR ag 1.1, MEKK2mut PB1 HTS 0, NALP1 inh -4, PfM18AAP inh 3, GalR3 antag -8, V1aR counter 4.1 and MEKK2 WT-MEK5 101.

Screening data deposited in PubChem by several laboratories.
